D1 agonist – Allosteric Agonists of the Human D1 Dopamine Receptor: qHTS. HEK293 T-REx D1 cells, calcium flux, agonist mode. D(1A) dopamine receptor (Homo sapiens), P21728. actives 1% (n = 360,000). AID 504660, 2011. activation, % at 2 µM; further: 0% is about no effect
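Tetracycline-induced HEK293 TREx D1 cells, force-coupled to calcium signalling, were dye-loaded with a no-wash calcium kit. Compound was pin-added after a 10 s baseline. Fluorescence was read kinetically at 1 cycle/s for 180 s, with calcium rises flagged as agonism.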
D1 antagonist – Antagonist of Human D 1 Dopamine Receptor: qHTS. HEK293 TREx D1 cells, calcium flux, dopamine EC80; active compounds read low. AID 504652, 2011. actives 3.2% (n = 360,000). D(1A) dopamine receptor (Homo sapiens), P21728. activity change, negative = inhibition, % at 10 µM; in the data active means activity change below about -30%; further: on the % scale 0 is the no-effect control and ±100 the full control effect
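Kinetic fluorescence of a calcium dye serves as the read-out. D1-expressing Hek293 Trex cells, induced overnight at 30 C, are exposed to compound for 180 s before an EC80 dopamine addition, then read 180 s further.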
D2 potentiator – HTS Assay for Positive Allosteric Modulators of the Human D2 Dopamine Receptor: Primary Screen for Potentiators. actives 0.34% (n = 340,000). D(2) dopamine receptor (Homo sapiens), P14416. HEK293 T-REx D2, calcium flux, EC20 dopamine potentiation. potentiation, % at 10 µM. AID 485347, 2010;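 active means potentiation over 3 SD above the plate norm, cut at about 30% in these data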; further: 0% is about no effect
Target sequence (P14416 whole entry, looked up): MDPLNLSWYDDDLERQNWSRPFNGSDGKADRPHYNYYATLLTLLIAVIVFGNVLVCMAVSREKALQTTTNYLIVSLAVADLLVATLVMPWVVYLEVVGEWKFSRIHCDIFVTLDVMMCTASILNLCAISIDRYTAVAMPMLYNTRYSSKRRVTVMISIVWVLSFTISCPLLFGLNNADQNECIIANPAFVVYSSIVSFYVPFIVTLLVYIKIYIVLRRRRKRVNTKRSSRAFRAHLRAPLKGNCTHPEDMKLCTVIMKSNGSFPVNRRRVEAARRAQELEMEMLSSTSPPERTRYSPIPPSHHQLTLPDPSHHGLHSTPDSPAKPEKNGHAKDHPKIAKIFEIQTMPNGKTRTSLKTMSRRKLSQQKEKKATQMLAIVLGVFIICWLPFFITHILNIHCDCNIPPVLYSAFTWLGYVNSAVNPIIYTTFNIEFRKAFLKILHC
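Tetracycline-induced HEK293 T-REx cells force-coupled to calcium signalling expressed D2; compounds were pin-added after a 10 s baseline, read kinetically 180 s, then an EC20 dopamine challenge followed with a further 180 s calcium read.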
D1 potentiator – Potentiators of Human D1 Dopamine Receptor: qHTS. D(1A) dopamine receptor (Homo sapiens), P21728. potentiation, % at 10 µM. actives 0.036% (n = 360,000). AID 504651, 2011. HEK293 TREx D1 cells, calcium flux, dopamine EC20 potentiation; in the data active means potentiation above about 30%; further: 0% is about no effect
RXFP1 antagonist – qHTS Assay for Antagonists of the Relaxin Receptor RXFP1; Relaxin receptor 1 (Homo sapiens), Q9HBX9; HEK293-RXFP1, relaxin-stimulated cAMP HTRF, 30 min; active compounds read low; activity change, negative = inhibition, % at 57.5 µM; actives 0.59% (n = 350,000); AID 1259400, 2018;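 active means activity change of -60% or lower, but not beyond a set lower limit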; further: on the % scale 0 is the no-effect control and ±100 the full control effect
D2 ag – HTS Assay for Allosteric Agonists of the Human D2 Dopamine Receptor: Primary Screen for Agonists; D(2) dopamine receptor (Homo sapiens), P14416; HEK293 T-REx D2 cells, calcium flux agonist mode; activation, % at 2 µM; actives 0.53% (n = 340,000); AID 485358, 2010;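 active means activation over 3 SD above normal in the single-dose calcium agonist read, cut at about 30% in these data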; further: 0% is about no effect
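Tetracycline-induced HEK293 T-REx cells with force-coupled D2 receptor, plated overnight at 30 C, loaded with no-wash calcium dye. After a 10 s baseline, compound was pin-added and calcium flux read kinetically for 180 s; calcium rises flagged agonists.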
TRHR agonist – qHTS for Small Molecule Agonists and Allosteric Enhancers of Human TRH Receptor: Primary Screen for Agonists. activation, % at 2 µM. TRHR cells, calcium flux fluo-8, FDSS agonist mode. Thyrotropin-releasing hormone receptor (Homo sapiens), P34981. AID 493084, 2011. actives 0.18% (n = 360,000); further: 0% is about no effect
Target sequence (P34981 whole entry, looked up): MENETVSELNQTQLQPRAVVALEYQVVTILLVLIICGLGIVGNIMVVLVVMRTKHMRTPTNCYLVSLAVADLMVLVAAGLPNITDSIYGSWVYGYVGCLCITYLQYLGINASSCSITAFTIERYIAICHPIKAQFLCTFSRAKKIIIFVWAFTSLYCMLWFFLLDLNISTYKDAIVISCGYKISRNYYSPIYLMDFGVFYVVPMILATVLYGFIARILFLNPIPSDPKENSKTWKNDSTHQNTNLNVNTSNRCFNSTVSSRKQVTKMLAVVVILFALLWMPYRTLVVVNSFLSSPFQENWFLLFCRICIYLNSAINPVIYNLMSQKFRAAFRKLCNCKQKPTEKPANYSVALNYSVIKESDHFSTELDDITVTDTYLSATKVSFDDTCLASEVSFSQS
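Read-out: compound-evoked intracellular calcium rise in TRHR cells, fluo-8 dye, kinetic FDSS fluorescence at 1 s/cycle following a 10-cycle baseline. Cells cultured overnight before dye loading (30 min–1.5 h, RT).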
TRHR PAM – qHTS for Small Molecule Agonists and Allosteric Enhancers of Human TRH Receptor: Primary Screen for Enhancers; Thyrotropin-releasing hormone receptor (Homo sapiens), P34981; TRHR cells, fluo-8 calcium fluorescence, EC20 TRH enhancement; enhancement, % at 2 µM; actives 0.66% (n = 360,000); in the data active means enhancement above about 30%; further: 0% is about no effect
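TRHR-expressing cells loaded with fluo-8 calcium dye were read kinetically (ex 480/em 530) during compound addition, then stimulated with an EC20 of TRH (10 nM final). Enhancement of the Gq-mediated intracellular calcium response was scored.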
D2 antagonist – HTS Assay for Allosteric Antagonists of the Human D2 Dopamine Receptor: Primary Screen for Antagonists; inhibition, % at 10 µM; D(2) dopamine receptor (Homo sapiens), P14416; actives 2% (n = 340,000); HEK293 TREx D2 cells, calcium flux, dopamine EC80; AID 485344, 2010; in the data active means inhibition above about 30%; further: 0% is about no effect
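Calcium flux kinetic readout in an inducible HEK293 TREx D2 line plated overnight at 30 C. After 180 s compound exposure, an EC80 dopamine challenge follows with another 180 s kinetic read to detect antagonism.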
* = called active by the depositor; nt = not tested or not shown. Unless noted, no stated cut-off is given here; in the data, active means activation above about 30%; inactive means the rest.

Values run as follows: D1 agonist	D1 antagonist	D2 potentiator	D1 potentiator	RXFP1 antagonist	D2 ag	TRHR agonist	TRHR PAM	D2 antagonist
1. COc1ccccc1C(CC(=O)Nc1nccs1)c1ccco1 (configuration not stated)
  -2	3	-6	1	4	0.7	-0.4	2	-1
2. COC(=O)C1=CO[C@@H](C)[C@H]2CN3CCc4c([nH]c5ccccc45)[C@@H]3C[C@H]12
  0	-52*	-23	-7	nt	0.0	0.7	-10	71*
3. Cc1cccc2c1-c1sc(C(=O)NCCCN3CCN(c4cccc(Cl)c4)CC3)cc1CO2
  4	-3	-9	0	nt	-0.6	-0.3	0	nt
4. CCn1c(=O)n(-c2ccc(F)c(Cl)c2)c(=O)c2sc3ccccc3c21
  6	9	4	-2	nt	1.0	0.2	17	nt
5. COc1ccc(NC(=O)CSc2nnnn2C2CCCC2)c(OC)c1
  1	11	-15	8	14	-0.5	0.8	3	-5
6. COC(=O)c1cc(Cl)c(NS(=O)(=O)c2ccccc2)cc1OC
  0	-21	-1	-1	7	-1.1	-0.5	0	10
7. Cc1ccc(OCCCOc2cccc3cccnc23)cc1C
  3	3	2	-6	-29	0.4	-0.4	5	-19
8. CCN(CC)S(=O)(=O)c1ccc(N2CCOCC2)c(NC(=S)NC(=O)c2ccco2)c1
  0	5	5	-2	-20	-1.9	-0.8	2	-2
9. O=S(=O)(c1cccc(Cl)c1Cl)N1CCCCC1
  3	-3	20	-8	12	-0.7	-1.3	4	-1
10. CC(C)NC(=O)NC(=O)COC(=O)CCCSc1nc2ccccc2s1
  5	-2	-8	-7	2	0.7	-0.2	-5	0
11. O=C(Nc1cccc(S(=O)(=O)N2CCCCC2)c1)c1cnccn1
  18	10	7	-7	-20	0.1	0.7	2	11
12. COc1ccccc1CNC(=O)C1CCN(Cc2nc(-c3cccc(Cl)c3)oc2C)CC1
  34*	-1	-27	-6	4	3.1	-0.2	8	-6
13. Fc1ccc(CSc2nnc(-c3cc4c(s3)-c3ccccc3CC4)o2)cc1
  8	-5	-9	-1	nt	-0.5	1.4	-2	-10
14. Cc1cc(C(=O)COC(=O)c2ccc(O)cc2)c(C)n1CCc1ccc(F)cc1
  12	-1	7	-7	-29	12	1.0	33*	-9
15. Cc1ccc(/C=[N+](\[O-])c2ccccc2C)o1
  0	0	0	-1	-19	0.6	-0.1	-3	6
16. Fc1ccccc1-c1cc2ccccc2cn1
  -4	nt	13	2	nt	-1.5	-0.5	6	-1
17. COCCN(CCOC)C(=O)c1ccc(NS(=O)(=O)c2ccc3[nH]c(=O)[nH]c3c2)cc1
  1	-25	-8	-4	-2	0.8	0.8	-12	13
18. Cc1ccc(NC2=CC(=O)CC(C)(C)C2)cc1C
  0	-11	-4	-4	15	0.1	-0.4	4	3
19. C/C(CC(=O)Nc1c(C)cc(C)cc1C)=N\NC(=O)Cc1ccccc1
  0	4	0	-1	-6	-0.3	-0.2	-8	-9
20. Cc1ccc(NC(=O)C(=O)NCC2CCCO2)cc1 (configuration not stated)
  2	-10	-8	-10	7	0.1	-0.2	-2	18

An excerpt from above in order of the D1 antagonist value, smallest number first:
No.	smiles	D1 antagonist
13	Fc1ccc(CSc2nnc(-c3cc4c(s3)-c3ccccc3CC4)o2)cc1	-5
12	COc1ccccc1CNC(=O)C1CCN(Cc2nc(-c3cccc(Cl)c3)oc2C)CC1	-1
4	CCn1c(=O)n(-c2ccc(F)c(Cl)c2)c(=O)c2sc3ccccc3c21	9

Following part
Values run as follows: D1 agonist	D1 antagonist	D2 potentiator	D1 potentiator	RXFP1 antagonist	D2 ag	TRHR agonist	TRHR PAM	D2 antagonist
21. CCc1nnc(NC(=O)c2nc(SC)ncc2Cl)s1
  2	-20	-1	-3	nt	-0.6	0.4	5	nt
22. Cc1nn(C(=O)CCC(=O)NCc2cccc(F)c2)c2ccccc12
  1	-5	-5	0	-5	0.1	-0.1	-1	1
23. COc1ccc(C2=CSC3=C(C(=O)c4cccc(S(=O)(=O)N(C)C)c4)CCN23)cc1
  3	10	nt	-1	-1	nt	-0.2	5	nt
24. Cc1ccc(N2C(=O)C3C(C(=O)c4ccccc4)=NN(c4ccccc4)C3C2=O)cc1 (configuration not stated)
  117*	-11	10	-6	-3	-0.8	-1.0	-1	14
25. Cn1c(=O)c2c(SCC(=O)Nc3ccccc3F)nc(C3CC3)nc2n(C)c1=O
  1	6	8	-3	-1	0.0	-1.3	7	-11
26. COc1ccccc1N1CCN(C(=O)c2cc(-c3ccc4c(c3)OCO4)on2)CC1
  1	-5	10	-4	5	-0.5	0.4	1	-6
27. COCCCNC(=O)CSc1nc2cc3c(cc2c(=O)n1CCCCCC(=O)NCc1ccc(OC)cc1)OCO3
  2	8	-1	-2	-26	0.1	0.4	6	nt
28. O=C(NCc1cccs1)C(=O)NCC1OCCCN1S(=O)(=O)c1cc(F)ccc1F (configuration not stated)
  1	12	8	-4	-1	0.5	-0.4	-1	-2
29. CC1=CC(=C(C#N)c2nc3ccccc3s2)C=C(C)N1Cc1ccco1
  44*	-9	2	-10	-3	12	15	-11	8
30. CC(=O)c1ccc(NC(=O)COc2ccc3c(c2)OCO3)cc1
  2	-19	0	-1	3	-0.9	-1.7	10	3
31. O=C(NCc1ccc2c(c1)OCO2)c1ccccn1
  1	-2	-8	-5	-8	0.1	0.0	-1	-16
32. N#Cc1c2n(c3c(=S)nc[nH]c13)CCCCC2
  0	1	7	-1	2	-0.3	-0.1	-1	-2
33. CC/C(=N\NC(=O)c1c[nH]c2ccccc12)c1cccs1
  4	-19	1	-3	3	1.6	-0.1	6	7
34. Cc1ccccc1OCCC(=O)OCC(=O)NCCc1ccccc1
  8	2	-6	-1	-8	-0.2	0.5	4	-27
35. CCOc1ccc(C(=O)N2CCCC2)cc1
  -3	11	-2	2	-14	1.5	-0.1	1	-6
36. Cc1cc(C)cc(NS(=O)(=O)c2ccc3[nH]cc(C(=O)N4CCCCCC4)c(=O)c3c2)c1
  -1	-16	12	0	2	1.3	0.1	-2	nt
37. Cc1ccc(NC2=NCC(=O)N2CCc2ccccc2)cc1C
  12	-15	1	-1	4	-0.4	-0.1	1	-1
38. Cc1cc2nc(-c3cccnc3SCC(=O)NCc3ccco3)[nH]c2cc1C
  1	-1	2	-2	3	0.1	0.4	7	-9
39. Cc1cc(NC(=O)C2CCC2)n(-c2ccccn2)n1
  0	0	8	-5	8	-0.3	-0.2	-5	1
40. Cc1ccccc1Nc1nc(Nc2ccccc2C)nc(SC2=NCCS2)n1
  2	-3	3	18	8	0.2	0.2	2	-9

Single records (already shown):
`CC1=CC(=C(C#N)c2nc3ccccc3s2)C=C(C)N1Cc1ccco1` in the list: D1 agonist = 44*; D1 antagonist = -9; D2 potentiator = 2; D1 potentiator = -10; RXFP1 antagonist = -3; D2 ag = 12; TRHR agonist = 15; TRHR PAM = -11; D2 antagonist = 8
`COc1ccc(C2=CSC3=C(C(=O)c4cccc(S(=O)(=O)N(C)C)c4)CCN23)cc1` in the list: D1 agonist = 3; D1 antagonist = 10; D2 potentiator = nt; D1 potentiator = -1; RXFP1 antagonist = -1; D2 ag = nt; TRHR agonist = -0.2; TRHR PAM = 5; D2 antagonist = nt
`O=C(NCc1cccs1)C(=O)NCC1OCCCN1S(=O)(=O)c1cc(F)ccc1F` (configuration not stated) in the list: D1 agonist = 1; D1 antagonist = 12; D2 potentiator = 8; D1 potentiator = -4; RXFP1 antagonist = -1; D2 ag = 0.5; TRHR agonist = -0.4; TRHR PAM = -1; D2 antagonist = -2

Continued:
Values run as follows: D1 agonist	D1 antagonist	D2 potentiator	D1 potentiator	RXFP1 antagonist	D2 ag	TRHR agonist	TRHR PAM	D2 antagonist
41. COCCOc1cc(N2C(=O)CSCC2=O)c(Cl)cc1Cl
  0	-4	18	2	3	-0.8	-0.3	1	-20
42. O=C(COc1ccccc1C(=O)NCc1ccccc1)Nc1ccccc1
  4	-35*	0	-3	-11	-0.7	0.1	-2	4
43. CCC(Oc1ccccc1)C(=O)Nc1ccc(S(=O)(=O)NCC2CCCO2)cc1 (configuration not stated)
  20	8	6	-3	10	0.7	0.8	-1	5
44. COc1cc(OC)cc(C(=O)Nc2ccc([N+](=O)[O-])cn2)c1
  2	-26	-22	-4	-12	0.0	-0.1	0	50*
45. COC(=O)Cc1ccc(NC(=S)NC2CC2)cc1
  2	12	8	3	6	0.2	0.0	3	6
46. S=c1[nH]nc(-c2ccn[nH]2)n1-c1ccccc1Cl
  2	18	6	0	-11	0.1	-0.2	-4	12
47. CCOC(=O)C1CCN(C(=O)CSc2ccccc2Cl)CC1
  2	-3	0	-6	-8	-0.3	-0.3	-4	20
48. O=C(CSC1=Nc2ccccc2C2=NC(Cc3c[nH]c4ccccc34)C(=O)N12)NC1CCCCC1 (configuration not stated)
  -1	-3	-1	-4	-9	-0.1	0.0	0	-7
49. Cc1ccc(Cn2c(CN3CCC(C(=O)O)CC3)cc3ccccc32)cc1
  2	-1	-4	-2	-1	nt	0.8	10	nt
50. Cc1cnc(C(=O)OC(C(=O)c2ccccc2)c2ccccc2)cn1 (configuration not stated)
  0	-8	2	-8	-12	1.0	-0.1	-4	-8
51. NS(=O)(=O)c1ccc(NC(=O)CCCCC(=O)Nc2ccc(S(N)(=O)=O)cc2)cc1
  4	-3	0	0	-28	1.8	0.6	0	17
52. COCc1cc(=O)[nH]c(-c2ccccc2OC(F)(F)F)n1
  1	0	11	5	-2	0.8	0.4	27	18
53. CCOc1ccc(NC(=S)N2CCN(S(C)(=O)=O)CC2)cc1
  2	-17	nt	-2	0	nt	0.5	1	nt
54. O=C(NCC1CCCO1)c1ccc2nc(N3CCCCC3)sc2c1 (configuration not stated)
  1	-1	12	2	nt	-0.1	-0.4	-4	-9
55. COc1cccc(NC(=O)CN2C(=O)NC(C)(CC(C)C)C2=O)c1 (configuration not stated)
  1	2	-1	-10	-10	0.5	0.3	52*	-13

Compound activity from PubChem BioAssay.
